G6PDH CS = counter-screen for G6PDH assay hits: L. mesenteroides G6PDH inhibition. Purified L. mesenteroides G6PDH, diaphorase/resazurin coupled fluorescence, 45 min. inhibition, % at 5 µM. actives 0.12% (n = 200,000); in the data active = inhibition above about 50%
Diaphorase act = counter-screen for diaphorase-based assays: diaphorase activators and chemical reducers. actives 0.005% (n = 190,000). Diaphorase/resazurin coupled assay, resorufin fluorescence, 16 min; active compounds read high; 1 = vehicle wells, 0 = NADH-free wells. activation factor at 20 µM;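 active = diaphorase activity raised at least twofold by the compound at 20 µM; inactive = activation factor below 2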
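Assay system: Purified diaphorase enzyme from Clostridium kluyveri | Amount: Enzyme 0.07 U/mL final | Dosing: Compound 20 µM once, DMSO 1% | Timing: 16 min reaction at room temperature | Detection: Fluorescence, excitation 544 nm and emission 590 nm | Evaluation: Higher resorufin formation from activation or reduction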
Diaph inh CS = counter-screen for diaphorase-based assays: diaphorase inhibitors and chemical oxidizers. diaphorase resazurin-to-resorufin fluorescence, NADH, 16 min; bacterial (C. kluyveri) enzyme, not human. inhibition, % at 20 µM. actives 0.69% (n = 190,000). AID 1217;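 active = primary screen inhibition at 20 µM above a set limit, cut at about 50% in these data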;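 also: plate controls were DMSO with full reaction for no effect and wells lacking NADH for full effect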
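Assay system: diaphorase enzyme from Clostridium kluyveri. Quantity: enzyme working solution with 0.14 U/mL diaphorase. Schedule: reaction incubation of 16 min at room temperature. Technique: resorufin fluorescence, excitation 544 nm, emission 590 nm. Controls: No-NADH positive control and DMSO neutral control.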
* = called active by the depositor. The list is partial, so the mix of outcomes need not match the whole.

1. CCCn1c(SCc2cc(=O)[nH]c3ccccc23)nc2c1c(=O)n(C)c(=O)n2C
  G6PDH CS: 5; Diaphorase act: 0.8; Diaph inh CS: 20
2. CC1CCN(S(=O)(=O)c2ccc(S(=O)(=O)N3CCN4CCCC4C3)cc2)CC1 (stereo not drawn)
  G6PDH CS: 2; Diaphorase act: 0.9; Diaph inh CS: 10
3. CCOc1cc(N2CCOCC2)c(OCC)cc1NC(=O)c1nc2nccc(C)n2n1
  G6PDH CS: 4; Diaphorase act: 0.8; Diaph inh CS: 23
4. C=CCn1c(=N)c(C(=O)OCC)cc2c(=O)n3cc(C)ccc3nc21
  G6PDH CS: 5; Diaphorase act: 1.1; Diaph inh CS: -15
5. COc1ccccc1C1/C(=C(\O)c2ccc3c(c2)OCCO3)C(=O)C(=O)N1CCCN(C)C (stereo not drawn)
  G6PDH CS: 7; Diaphorase act: 0.9; Diaph inh CS: 11
6. Cc1ccc2oc3c(c(=O)c2c1)C(c1cccc(Cl)c1)N(CCCN1CCOCC1)C3=O (stereo not drawn)
  G6PDH CS: -23; Diaphorase act: 0.9; Diaph inh CS: 5
7. CCCN1CCC(N2CCN(c3ccccc3OC)CC2)CC1
  G6PDH CS: 4; Diaphorase act: 1.1; Diaph inh CS: -5
8. CN(C)CCCN1C(=O)C(=O)/C(=C(/O)c2ccc3c(c2)OCCO3)C1c1ccco1 (stereo not drawn)
  G6PDH CS: 2; Diaphorase act: 0.9; Diaph inh CS: 11
9. CCOc1cccc(-c2nnc3sc(-c4ccc(C)cc4)nn23)c1
  G6PDH CS: 4; Diaphorase act: 0.8; Diaph inh CS: 23
10. COCCn1nnnc1C1(N(Cc2cc3cc(C)ccc3[nH]c2=O)CC2CCCO2)CCN(C)CC1 (stereo not drawn)
  G6PDH CS: -2; Diaphorase act: 0.8; Diaph inh CS: 16

11. CN(C)c1ccc(-c2nn3c(-c4cccnc4)nnc3s2)cc1
  G6PDH CS: 11; Diaphorase act: 1; Diaph inh CS: 3
12. Cc1ccc(C(c2nnnn2C(C)(C)C)N2CCc3ccccc3C2)cc1 (stereo not drawn)
  G6PDH CS: -2; Diaphorase act: 0.9; Diaph inh CS: 10
13. CCOC(=O)N1CCC(NC(=O)c2cnn3c(C(F)(F)F)cc(-c4cccc(OC)c4)nc23)CC1
  G6PDH CS: 2; Diaphorase act: 0.8; Diaph inh CS: 22
14. Fc1ccccc1N1CCN(C2CCN(Cc3c[nH]c4ccccc34)CC2)CC1
  G6PDH CS: 12; Diaphorase act: 0.9; Diaph inh CS: 14
15. CCC(C)(C)n1nnnc1C(c1cccc(C#N)c1)N1CCN(c2cc(C)ccc2C)CC1 (stereo not drawn)
  G6PDH CS: 3; Diaphorase act: 0.7; Diaph inh CS: 26
16. Cc1c(/C(O)=C2\C(=O)C(=O)N(CCCN(C)C)C2c2ccncc2)cnn1-c1ccccc1 (stereo not drawn)
  G6PDH CS: 4; Diaphorase act: 0.9; Diaph inh CS: 6
17. COc1cc2c(cc1OC)CN(Cc1cc(=O)n3cc(C)ccc3n1)CC2
  G6PDH CS: 6; Diaphorase act: 1; Diaph inh CS: 4
18. CCn1c(SCC(=O)c2c(N)n(C)c(=O)n(C)c2=O)nc2sc(C)c(C)c2c1=O
  G6PDH CS: 6; Diaphorase act: 0.9; Diaph inh CS: 13
19. CSc1nc2sc3c(c2c2nnnn12)CCC3
  G6PDH CS: -3; Diaphorase act: 0.9; Diaph inh CS: 11
20. CSc1nc(C)c2c(n1)OC(CN1C(=O)c3ccccc3C1=O)C2 (stereo not drawn)
  G6PDH CS: 8; Diaphorase act: 0.8; Diaph inh CS: 23

21. CCOC(=O)c1sc2nc(-c3ccco3)c3c(c2c1N)CC(C)(C)OC3
  G6PDH CS: 5; Diaphorase act: 0.9; Diaph inh CS: 13
22. Cc1c(C(=O)Nc2ccccc2N2CCOCC2)sc2nc3n(c(=O)c12)CCC3
  G6PDH CS: 3; Diaphorase act: 1; Diaph inh CS: -3
23. COc1ccc(N2CCCn3c2nc2c3c(=O)n(CCN3CCOCC3)c(=O)n2C)cc1
  G6PDH CS: 6; Diaphorase act: 1; Diaph inh CS: -2
24. CCc1ccccc1N(C(=O)CCC(=O)Nc1cc(C)on1)C(C(=O)NC1CCCC1)c1ccco1 (stereo not drawn)
  G6PDH CS: 4; Diaphorase act: 0.8; Diaph inh CS: 18
25. CCOC(=O)c1[nH]cnc1C(=O)Nc1cccc(N)n1
  G6PDH CS: 9; Diaphorase act: 0.9; Diaph inh CS: 7
26. CCn1c(SCC(=O)Nc2cc(C)on2)nc2sc(C)c(C)c2c1=O
  G6PDH CS: 5; Diaphorase act: 1; Diaph inh CS: 0
27. Cc1cc(N2CCCC2)n2nc(C)c(-c3ccccc3)c2n1
  G6PDH CS: 2; Diaphorase act: 1.1; Diaph inh CS: -10
28. CCCCn1c(SCn2nnc3ccccc3c2=O)nc2cc(C(=O)OC)ccc2c1=O
  G6PDH CS: 4; Diaphorase act: 0.8; Diaph inh CS: 23

Rewritten with values under each structure: entries from further up
Sequence of screens – G6PDH CS, Diaphorase act, Diaph inh CS
(22) Cc1c(C(=O)Nc2ccccc2N2CCOCC2)sc2nc3n(c(=O)c12)CCC3
 : 3, 1, -3
(23) COc1ccc(N2CCCn3c2nc2c3c(=O)n(CCN3CCOCC3)c(=O)n2C)cc1
 : 6, 1, -2
(24) CCc1ccccc1N(C(=O)CCC(=O)Nc1cc(C)on1)C(C(=O)NC1CCCC1)c1ccco1 (stereo not drawn)
 : 4, 0.8, 18
(25) CCOC(=O)c1[nH]cnc1C(=O)Nc1cccc(N)n1
 : 9, 0.9, 7
(26) CCn1c(SCC(=O)Nc2cc(C)on2)nc2sc(C)c(C)c2c1=O
 : 5, 1, 0
(27) Cc1cc(N2CCCC2)n2nc(C)c(-c3ccccc3)c2n1
 : 2, 1.1, -10

Screens deposited in PubChem BioAssay by Sanford-Burnham Center for Chemical Genomics.
